L3MBTL1 block: qHTS Assay for the Inhibitors of L3MBTL1; Lethal(3)malignant brain tumor-like protein 1 (Homo sapiens), Q9Y468; AlphaScreen L3MBTL1–H3K9me1 peptide binding; Potency, µM (highest dose often 57.1 µM), for inactives: top-dose activity, negative = inhibition, actives largely listed as inhibitors; 230,000 compounds, 0.66% hits; further: potency means the concentration at half of the fitted maximal effect; on the % scale 0 is the no-effect control and ±100 the full control effect; nearly all actives have a fitted effect of over 60% in size
Target sequence (Q9Y468 whole entry, looked up): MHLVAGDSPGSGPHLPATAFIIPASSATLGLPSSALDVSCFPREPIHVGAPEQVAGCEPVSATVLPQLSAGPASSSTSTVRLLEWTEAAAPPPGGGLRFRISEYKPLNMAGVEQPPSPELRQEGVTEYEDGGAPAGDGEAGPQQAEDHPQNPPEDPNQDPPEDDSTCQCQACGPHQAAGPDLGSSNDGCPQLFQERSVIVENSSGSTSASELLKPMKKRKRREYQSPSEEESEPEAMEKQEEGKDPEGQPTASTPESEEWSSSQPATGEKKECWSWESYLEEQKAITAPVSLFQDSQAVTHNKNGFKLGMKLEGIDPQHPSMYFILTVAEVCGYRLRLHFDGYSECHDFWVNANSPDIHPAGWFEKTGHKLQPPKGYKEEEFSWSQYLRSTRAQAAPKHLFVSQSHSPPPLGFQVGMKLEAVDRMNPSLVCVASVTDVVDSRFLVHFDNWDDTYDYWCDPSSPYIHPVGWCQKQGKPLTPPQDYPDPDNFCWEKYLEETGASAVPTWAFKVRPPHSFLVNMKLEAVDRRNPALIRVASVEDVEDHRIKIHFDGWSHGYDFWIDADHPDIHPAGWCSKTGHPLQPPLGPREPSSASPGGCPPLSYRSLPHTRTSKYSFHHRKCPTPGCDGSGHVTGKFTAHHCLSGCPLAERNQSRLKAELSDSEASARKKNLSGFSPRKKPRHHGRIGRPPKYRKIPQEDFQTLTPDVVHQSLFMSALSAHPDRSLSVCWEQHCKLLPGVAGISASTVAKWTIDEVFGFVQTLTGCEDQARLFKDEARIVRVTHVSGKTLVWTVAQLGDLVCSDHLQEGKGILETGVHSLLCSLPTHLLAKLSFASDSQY
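AlphaScreen proximity signal between nickel-chelate acceptor and streptavidin donor beads (final 10 ug/mL) reports binding of 50 nM L3MBTL1 to 75 nM biotin-H3 K9me1 peptide; complex incubated with compounds 30 min at room temperature; cefsulodin titration as control.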
Epigenetic reg: Quantitative High-Throughput Screen for Regulators of Epigenetic Control | murine LDR cells, GFP reporter derepression, 30 h | Potency, µM (series often up to 53.9 µM), for inactives: at the top dose GFP activation, actives largely listed as activators | 280,000 compounds, 0.2% hits; further: potency means the concentration at half of the fitted maximal effect; % of control where 0% means no effect; nearly all actives have a fitted effect of over 60% in size
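GFP-positive cell count by laser-scanning cytometry (objects 20–120 um) after 30 h, 37 C compound exposure of murine LDR cells; reporter is CMV-GFP integrated at a silenced locus, inducible by HDAC or DNMT inhibitors.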
CBFb RUNX1 block: qHTS Assay for Compounds Blocking the Interaction Between CBF-beta and RUNX1 for the Treatment of Acute Myeloid Leukemia. 230,000 tested, under 10 active. Runt-related transcription factor 1 (Homo sapiens) + Core-binding factor subunit beta …. Potency, µM (series often up to 59.8 µM), without a hit: top-dose activity, negative = inhibition, actives largely listed as inhibitors. AlphaScreen CBFb-His/RUNX1-biotin binding, biochemical; further: % of control where 0% means no effect
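Compounds were screened at multiple concentrations against a preformed CBF-beta(His)/RUNX1(biotin) complex (30 nM of each) for 15 min at room temperature, followed by 90 min with nickel and streptavidin beads and AlphaScreen reading.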
IMPase Li cell: qHTS Assay for Identifying the Cell-Membrane Permeable IMPase Inhibitors: Potentiation with Lithium | CHO-M1 cells, IP1 TR-FRET (IP-One), carbachol + lithium | 210,000 compounds, 0.35% hits | Potency, µM (series often up to 59.4 µM), for the others: top-dose activity, negative = IMPase inhibition, actives largely listed as inhibitors | AID 1457, 2008;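 further: IP1 builds up when IMPase is blocked and the TR-FRET signal falls; potency means the concentration at half of the fitted maximal effect; plate controls were basal vehicle for no effect and high inhibitor control for full effect; nearly all actives have a fitted effect of over 50% in size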
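CHO cells stably expressing M1 receptor (2000/well) were cultured 16–30 h, then exposed to compounds with a small lithium addition for 30 min at 37C. IP1 was measured by TR-FRET competition; AC50 from Hill fits.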
KinaseGlo FLuc: Counterscreen for Luciferase (Kinase-Glo TM) Inhibition | Kinase-Glo luciferase, ATP luminescence, 8 min | Potency, µM (doses to about 38.3 µM), inactives show top-dose activity change, negative = inhibition, hits mostly inhibitors | 200,000 compounds, 0.28% hits; further: potency means the concentration at half of the fitted maximal effect; on the % scale 0 is the no-effect control and ±100 the full control effect; nearly all actives have a fitted effect of over 60% in size
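Substrate mix (final 50 mM imidazole pH 7.2, 50 mM KCl, 7 mM MgCl2, 10 uM ATP, 0.01% Tween 20, 0.05% BSA) plus pin-tool compound, then Kinase-Glo detection mix; 8 min ambient, luminescence read.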
HTT aggregate: qHTS Multiplex Assay to Identify Dual Action Probes in a Cell Model of Huntington: Aggregate Formation (GFP). 220,000 compounds, 1.1% hits. PC12 HttQ103-GFP aggregates, Acumen cytometry, 40 h. Potency, µM (top dose mostly 46.1 µM), for inactives: at the top dose activity change, negative = inhibition, actives largely listed as inhibitors; further: potency means the concentration at half of the fitted maximal effect; on the % scale 0 is the no-effect control and ±100 the full control effect; nearly all actives have a fitted effect of over 60% in size
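Huntingtin Q103 exon 1–GFP aggregates in induced PC12 cells (100 nM tebufenozide) were quantified by cytometry from lysates, with compounds dosed in titration.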
NPSR antag: qHTS Assay for Antagonists of the Neuropeptide S Receptor: cAMP Signal Transduction; Q6W5P4; CHO-NPSR cells, cAMP TR-FRET, antagonist mode; Potency, µM (series often up to 38.3 µM), without a hit: at the highest dose activity change, negative = inhibition, actives largely listed as inhibitors; AID 1461, 2008; 220,000 compounds, 1% hits; further: potency means the concentration at half of the fitted maximal effect; on the % scale 0 is the no-effect control and ±100 the full control effect; nearly all actives have a fitted effect of over 50% in size; many of its hits are not listed in these tables
Active calls of the source: *; ? = inconclusive; · = not tested or not shown; [ ] = remark or other dose. The call rests on the fitted dose curve; in most records, active means well fitted curve in the direction sought with a large enough effect; inconclusive means small, poorly fitted or top-dose-only effect, or another doubt; inactive means no such curve, though single readings can be large; an effect the other way counts as inactive or inconclusive.

SMILES	L3MBTL1 block	Epigenetic reg	CBFb RUNX1 block	IMPase Li cell	KinaseGlo FLuc	HTT aggregate	NPSR antag
Cc1nc(N)nc(Cl)c1Cc1ccc(Cl)cc1	-13%	0.6%	-9%	-7%	0%	-17%	0%
Cc1ccc(CN2CCN(Cc3cccc(C)n3)CC2CCO)cc1 (configuration not stated)	-5%	-2.6%	2%	10%	-1%	8%[9.22 µM]	8%
Fc1ccccc1CNCCC(Cc1ccccc1)c1ccc2c(c1)OCO2 (configuration not stated)	-4%	1.1%	4%	11%	-6%	14%	-40%
COc1ccccc1CN(CC(=O)NCc1ccc2c(c1)OCO2)C(=O)c1ccc2c(c1)OCCO2	-12%	-1.0%	-6%	15%	0%	6%	-7%
CC1Cc2ccccc2N1c1nc(C2CC2)nc2c1nnn2Cc1ccccc1 (configuration not stated)	-14%	-1.0%	5%	5%	0%	-30%	-33%
O=C(N/N=C1\CCCc2ccccc21)c1cccc([N+](=O)[O-])c1	·	-6.1%	4%	-10%[38.3 µM]	5%	31%[9.22 µM]	-8%[46.1 µM]
CCn1c(COc2ccccc2)nnc1SCC(=O)Nc1cc(OC)ccc1OC	-6%	11%	-12%	8%[38.3 µM]	-2%	15%	-14%[46.1 µM]
Cn1ncc2c(Nc3ccc4ccccc4c3)ncnc21	1%	-1.0%	4%	·	·	-21%	-11%[46.1 µM]
O=C(COC(=O)C1CCN(S(=O)(=O)c2ccccc2)CC1)NC(=O)c1ccc(OC(F)F)cc1	-1%	-0.9%	-4%	-1%	0%	-15%	18%
COc1ccc(NC(C)=O)cc1S(=O)(=O)Nc1ccc(C(=O)N2CCCC2)cc1	·	0.3%	?	·	·	-20%[9.22 µM]	15%
CC(C)N(Cc1cn(C)nc1-c1cccc(Cl)c1)Cc1nccn1C	-10%	-1.2%	-2%	21%	·	-11%[9.22 µM]	21%
COc1ccc(C)cc1S(=O)(=O)NC1CCCC1	-5%	0.0%	12%	3%[38.3 µM]	3%	-8%	-3%[46.1 µM]
CS(=O)(=O)NCCNc1cc(Cl)ccc1[N+](=O)[O-]	-1%	-0.4%	2%	2%	1%	-1%	13%
CCOC(=O)c1nn(-c2ccc(C)cc2)c(=O)c2c(N)scc12	-3%	0.0%	2%	3%	3%	-19%	-7%[46.1 µM]
Cc1ccc(OCCCCN(C)Cc2ccccc2)c(Br)c1	11%	3.1%	5%	1%	0%	13%	2%
CN(C)CCCN1C(=O)C(=O)/C(=C(/O)c2ccc3c(c2)OCCO3)C1c1ccco1 (configuration not stated)	2%	0.0%	1%	-1%[38.3 µM]	-3%	5%	4%[46.1 µM]
CC[n+]1ccc(/C=C/c2ccc(N(C)C)cc2)c2ccccc21	25µM*	12%	-22%	155%[activator]	?	?	?
O=C(CSc1nc2ccccc2s1)Nc1ncccn1	-2%	-1.2%	3%	-1%[38.3 µM]	-2%	-10%[9.22 µM]	-8%[46.1 µM]
CN(C)CCCn1c(SCC(=O)Nc2nc(-c3cccc(Br)c3)cs2)nc2ccccc2c1=O	·	-1.9%	2%	·	·	-3%[9.22 µM]	?
Cc1cc(C)n2ncc(/C(N)=N/OC(=O)Nc3ccc(Cl)cc3)c2n1	2%	0.0%	13%	·	·	-2%[9.22 µM]	-3%
Cc1cc(NC(=O)C23CCC(C)(C(=O)O2)C3(C)C)no1 (configuration not stated)	-1%	-6.3%	-1%	12%[38.3 µM]	2%	12%	-4%[46.1 µM]
CN1CCN(C(=S)Nc2ccc(Cl)c(Cl)c2)CC1	-2%	-6.1%	4%	-5%	0%	-6%	-3%
C#CCOCCOCCOCCNc1nc(N2CCN(C(=O)[C@H]([C@@H](C)CC)n3cc([C@@H](N)CC(C)C)nn3)CC2)nc(N2CCN(C(=O)[C@H](CCCCN)n3cc([C@@H](N)CC(C)C)nn3)CC2)n1	2%	-0.8%	14%	-2%	·	-6%[9.22 µM]	-41%
CC(=O)C1=C(C)Nc2ncnn2C1c1ccc(Cl)cc1Cl (configuration not stated)	-4%	?	11%	-1%[38.3 µM]	-7%	1%	-6%[46.1 µM]
COc1ccc(S(=O)(=O)N(CC(=O)N2CCN(c3ccccc3OC)CC2)c2ccccc2)cc1	-20%	0.7%	-8%	6%[38.3 µM]	0%	?	?

The last three entries of the part above open the next one:
SMILES	L3MBTL1 block	Epigenetic reg	CBFb RUNX1 block	IMPase Li cell	KinaseGlo FLuc	HTT aggregate	NPSR antag
C#CCOCCOCCOCCNc1nc(N2CCN(C(=O)[C@H]([C@@H](C)CC)n3cc([C@@H](N)CC(C)C)nn3)CC2)nc(N2CCN(C(=O)[C@H](CCCCN)n3cc([C@@H](N)CC(C)C)nn3)CC2)n1	2%	-0.8%	14%	-2%	·	-6%[9.22 µM]	-41%
CC(=O)C1=C(C)Nc2ncnn2C1c1ccc(Cl)cc1Cl (configuration not stated)	-4%	?	11%	-1%[38.3 µM]	-7%	1%	-6%[46.1 µM]
COc1ccc(S(=O)(=O)N(CC(=O)N2CCN(c3ccccc3OC)CC2)c2ccccc2)cc1	-20%	0.7%	-8%	6%[38.3 µM]	0%	?	?
Cc1nn(-c2ccccc2[N+](=O)[O-])c(=O)c2ccccc12	-2%	3.4%	3%	6%	4%	-6%	2%
CCCCC[C@H](O)/C=C/C=C\C/C=C\CCCCCCC(=O)O	·	-1.1%	17%	6%	2%	·	·
COc1cccc(CC(NC(C)=O)C(=O)NC2CCN(c3c(Cc4ccccc4)c(C)nc4ncnn34)CC2)c1OC (configuration not stated)	-6%	0.9%	8%	2%	-2%	16%	23%
Cn1cccc1C(=O)OCc1csc(-c2ccccc2)n1	11%	-3.2%	6%	7%[38.3 µM]	?	23%	-23%[46.1 µM]
CCOC(=O)C1C(=O)OC2(CCCC2)C1C(=O)OCC (configuration not stated)	·	0.0%	5%	37%[38.3 µM]	4%	-8%	1%[46.1 µM]
CCCc1cc(C(=O)Nc2ccc(C)cc2)no1	12%	0.8%	5%	-8%[38.3 µM]	-2%	14%	-9%[46.1 µM]
C=CCn1c(=O)c2ccccc2n2c(SCc3nnc(-c4ccccc4Br)o3)nnc12	-5%	0.0%	-2%	-1%[38.3 µM]	0%	-3%	-15%[46.1 µM]
CC(=O)Nc1ccc(Nc2ccc3c4c(cc(=O)n3C)-c3ccccc3C(=O)c24)cc1	3%	-1.2%	-21%	13%	?	-8%	-8%
C/C(=N\NC(=S)NC(C)C)c1ccc(-n2ccnc2)cc1	·	2.0%	-2%	-14%[38.3 µM]	-3%	?	-4%[46.1 µM]
COc1ccc(CNC(=S)Nc2cc(OC)ccc2OC)cc1	-17%	1.1%	2%	11%	-3%	-8%	0%
Cc1cc(C(=O)N/N=C/c2c(C)n(C)c3ccccc23)n[nH]1	-3%	14%	10%	-1%	-4%	-12%	-16%
CCCC(c1nnnn1C(C)(C)CC)N1CCN(C2CCCC2)CC1 (configuration not stated)	-1%	-1.5%	7%	19%[38.3 µM]	14%	4%	-4%[7.67 µM]
CCOC(=O)c1nnc(-c2ccc(C)cc2)nc1Sc1cccc(Cl)c1	·	0.4%	-8%	32%[38.3 µM]	-6%	25%	3%[46.1 µM]
COc1ccc(C2CC(c3cccs3)=NN2C(=S)Nc2ccccc2)cc1OC (configuration not stated)	-8%	0.0%	-28%	3%	3%	0%	0%
CCCc1sc(N)nc1-c1ccc(Cl)cc1	-8%	-0.9%	0%	·	·	?	-10%[46.1 µM]
CC1(OC(=O)C2CCCC2)C(=O)C=C2C=C(c3ccsc3)N(CCc3ccccn3)C=C2C1=O (configuration not stated)	·	-3.1%	-2%[13.1 µM]	7%	-7%[7.66 µM]	-13%[9.22 µM]	-16%
COc1cc(S(=O)(=O)N2CCCCC2)ccc1NC(=O)c1ccc(F)cc1	1%	2.5%	1%	-19%[38.3 µM]	-4%	-1%	-5%[46.1 µM]
COc1ccc(/C=C(/CC(=O)Nc2ccc(C)cc2)c2nc3ccccc3s2)cc1	-4%	-3.2%	-3%	9%	1%	-5%	-26%
CCN(CC)C(=O)CSc1nc(-c2ccco2)cc(C(F)(F)F)c1C#N	-4%	2.9%	-1%	-3%	-3%	10%	-17%[46.1 µM]
C=CCn1c(COc2ccccc2C)nnc1SCC(=O)O	8%	-1.2%	3%	12%	3%	-15%	-13%[46.1 µM]
Cn1c2c(c3ccccc31)CCSC2=O	9%	0.0%	5%	·	·	7%	13%[46.1 µM]
CNC(=O)c1ccccc1Sc1ccccc1CO	·	1.4%	10%	·	·	0%[9.22 µM]	12%
COc1cccc2sc(/N=C/N(C)C)nc12	0%	3.8%	0%	·	·	14%[9.22 µM]	6%[7.67 µM]
COc1cc(CNc2ccc(N3CCN(C(C)=O)CC3)cc2)ccc1OCc1ccccc1	-30%	2.4%	-27%	23%	-2%	3%[9.22 µM]	28%
O=C1C2C3C=CC(C3)C2C(=O)N1c1ccc(S(=O)(=O)Nc2nccs2)cc1 (configuration not stated)	0%	0.1%	-2%	·	·	28%[9.22 µM]	4%

(listing goes on)
SMILES	L3MBTL1 block	Epigenetic reg	CBFb RUNX1 block	IMPase Li cell	KinaseGlo FLuc	HTT aggregate	NPSR antag
COc1cccc(C(=O)COC(=O)c2ccc(NC(C)=O)cc2)c1	5%	1.1%	13%	-2%	-3%	-2%	3%
C/C=C(\C)C(=O)N1CC2(CC(c3cccc(NC(=O)CCCCC)c3)=NO2)C[C@@H]1C(N)=O (some centres not stated)	·	2.9%	7%	·	·	-39%[9.22 µM]	15%
NS(=O)(=O)c1ccc(NC(=O)/C=C/c2cccs2)cc1	·	2.2%	-3%	·	·	-15%[9.22 µM]	-5%
CCc1ccc(C(=O)OCC(=O)NCC(F)(F)F)cc1	16%	1.4%	4%	-2%	0%	-9%	11%
CCOC(=O)c1cc2sc(C)cc2n1CC(=O)Nc1ccc2c(c1)OCCO2	·	3.0%	-1%	30%[activator][38.3 µM]	-19%	-22%	-19%[46.1 µM]
COc1ccc(CCCc2n[nH]c(=S)o2)c(C)c1	13%	-1.1%	3%	0%	1%	1%[9.22 µM]	24%
CCCCCn1c(=O)c(C(=O)OCC)c(O)c2ccccc21	·	2.9%	2%	11%[38.3 µM]	3%	-11%	2%[46.1 µM]
Cc1ccc(NC(=O)C(=O)NCc2ccco2)c(C)c1	-3%	0.2%	4%	2%	-1%	-4%[9.22 µM]	-2%
CCCN1CCN(C(=O)Nc2cccc(C(F)(F)F)c2)CC1	-12%	9.2%	1%	14%	8%	17%[9.22 µM]	10%
CS/C(N)=N/N=C/c1cc(Br)cc(Br)c1O	-17%	8.7%	-4%	·	·	5%[9.22 µM]	10%

Screening results as filed in PubChem.

The list is partial, so the mix of outcomes need not match the whole.
